Assay outcomes from PubChem BioAssay.
ATXN2 expr inh: inhibitors of ATXN2 expression | HEK-293 ATXN2-luciferase reporter, luminescence, 24 h | Potency, µM (doses to about 57 µM), for inactives: top-dose activity change, negative = inhibition, hits mostly inhibitors | 360,000 tested, 0.72% active; further: potency means the concentration at half of the fitted maximal effect; on the % scale 0 is the no-effect control and ±100 the full control effect; nearly all actives have a fitted effect of over 55% in size
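ATXN2-luciferase reporter cells (luciferase flanked by upstream and downstream ATXN2 gene portions) were treated 24 h at 37 °C with compounds at up to 57 uM. SteadyGlo luminescence gave expression; GF-AFC fluorescence gave viability.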
ATXN viability: viability counter-screen for ATXN expression inhibitors; AID 651635; Potency, µM (highest dose often 56.7 µM), hits mostly cytotoxic; 400,000 tested, 0.49% active; S2 cells (HEK-293 line with an ATXN2-luciferase reporter) viability, CellTiter-Fluor protease fluorescence, 24 h; further: potency means the concentration at half of the fitted maximal effect; nearly all actives have a fitted effect of over 40% in size
IL-1B inflam inh: inflammasome signaling inhibition, IL-1 beta readout | THP-1 LPS/ATP IL-1B secretion, AlphaLISA, 16 h; active compounds read low | activity change, % at 57.5 µM | 360,000 tested, 4.7% active; in the data active means activity change below about -50%; inconclusive means mostly about -30% to -49%; further: on the % scale 0 is the no-effect control and ±100 the full control effect
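Secreted IL-1B measured by AlphaLISA bead assay after 16 h compound exposure of THP-1 cells; compounds (final up to 57.5 uM) added 1 h before LPS (250 ng/mL) and ATP (1.25 mM) stimulation; lower signal means less secretion.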
MCF10A rerep: DNA re-replication induction in MCF 10a cells; MCF 10A DNA re-replication, Hoechst nuclear intensity, 48 h; Potency, µM (titrated, usually from 46.1 µM), without a hit: at the top dose activity, positive = re-replication, most hits filed as activators; 350,000 tested, 2.9% active; further: potency means the concentration at half of the fitted maximal effect; % of control where 0% means no effect; nearly all actives have a fitted effect of over 50% in size
Nrf2 ARE act: activators of Nrf2 (ARE) signaling; AREc32 ARE-luciferase reporter (MCF7-derived line), luminescence, 24 h; Potency, µM (titrated, usually from 46.1 µM), for inactives: at the highest dose activation, actives largely listed as activators; AID 624171; 410,000 tested, 0.31% active; further: potency means the concentration at half of the fitted maximal effect; % of control where 0% means no effect; nearly all actives have a fitted effect of over 65% in size
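Reporter line AREc32 (ARE-Fluc), seeded overnight in OPTI-MEM with 5% FBS; compound pin-transferred, 24 hr at 37 deg C, 5% CO2; luminescent read-out.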
Nrf2 inh: blocks Nrf2 signaling; A549 ARE-Fluc reporter, luciferase luminescence, 18-24 h; AID 504444; Potency, µM (series often up to 46 µM), for the others: at the top dose activity change, negative = inhibition, hits mostly inhibitors; 360,000 tested, 2.1% active; further: potency means the concentration at half of the fitted maximal effect; on the % scale 0 is the no-effect control and ±100 the full control effect; nearly all actives have a fitted effect of over 60% in size
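Concentration-response testing used A549 ARE_Fluc cells at 5000 cells/well. Following an 18-24 h compound incubation, viability was read by fluorescence (Ex 405/Em 525) and luciferase output by luminescence.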
HepG2 viability: counter-screen for TGF-b inhibitors: cytotoxicity in HepG2 cells | 410,000 tested, 0.76% active | HepG2 CAGA-GFP viability, ATP luminescence, 18 h | Potency, µM (highest dose often 46.1 µM), for the others: at the highest dose activity change, negative = cytotoxicity, actives largely listed as cytotoxic; further: potency means the concentration at half of the fitted maximal effect; some results filed as inactive show a strong effect at the top dose
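HepG2 CAGA-GFP cells (1000/well, DMEM with 1% FBS) received compound, then TGF-beta at 500 pg/mL final, and were incubated 18 hours at 37 degrees C. Viability was read by CellTiter-Glo luminescence. Media-only wells were set as complete cell-killing and DMSO as no toxicity.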
A549 tox: kills or reduces viability of A549 cells in Nrf2 counter-screen; A549 ARE-Fluc cells, CellTiter-Fluor viability, 18-24 h; AID 504648; Potency, µM (doses to about 46 µM), for inactives: top-dose activity change, negative = cytotoxicity, usual class: inhibitors; 390,000 tested, 0.16% active; further: potency means the concentration at half of the fitted maximal effect; on the % scale 0 is the no-effect control and ±100 the full control effect
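Cytotoxicity counterscreen: CellTiter-Fluor fluorescence was measured in A549 ARE_Fluc cells after 18-24 h of compound exposure in a concentration series. The subsequent BugLite luminescent read reports ARE-luciferase activity.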
TGFb SMAD3 inh: inhibitors of TGF-b signaling; HepG2 CAGA-GFP TGF-b/SMAD3 reporter, GFP fluorescence, 18 h; TGF-beta stimulated, 500 pg/mL final; 410,000 tested, 1.2% active; Potency, µM (highest dose often 46.1 µM), for the others: top-dose activity, negative = inhibition, usual class: inhibitors; further: potency means the concentration at half of the fitted maximal effect; on the % scale 0 is the no-effect control and ±100 the full control effect; nearly all actives have a fitted effect of over 65% in size
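HEPG2 CAGA-GFP reporter cells (1000/well, DMEM with 1% FBS) received compounds, then recombinant TGF-beta at 500 pg/mL final for 18 hours at 37 degrees C. Per-cell GFP summed per well was normalised to unstimulated and stimulated DMSO controls before curve fitting.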
Numbers without * were called inactive; i = inactive; ? = inconclusive; . = not tested or not shown; & = joins results of further samples; [ ] = dose if it differs, or a comment. Unless noted, the call rests on the fitted dose curve; in most records, active means well fitted curve in the direction sought with a large enough effect; inconclusive means small, poorly fitted or top-dose-only effect, or another doubt; inactive means no such curve, though single readings can be large; an effect the other way counts as inactive or inconclusive.

SMILES	ATXN2 expr inh	ATXN viability	IL-1B inflam inh	MCF10A rerep	Nrf2 ARE act	Nrf2 inh	HepG2 viability	A549 tox	TGFb SMAD3 inh
Cc1ccc(C(=O)CC(C(=O)O)P(=O)(c2ccccc2)c2ccccc2)cc1 (stereo not given)	-18%[11.3 µM]	i	19	-7%	-0.1%	-9%	11%	-1%	5%
O=C(Nc1ccc2c(c1)OCO2)N1CCN(c2ncccn2)CC1	27%	i	-5	-26%	0.8%	.	1%	-3%	2%
CCN(CC)c1ccc(NC(=O)/C=C/c2cc(Br)ccc2OC)cc1	-8%	i	-29	-3%	11%	?	-60%	?	?
Cc1ccccc1-c1noc(-c2ccccc2OCC(=O)Nc2ccccc2[N+](=O)[O-])n1	-1%	i	.	.	3.1%	?	-4%	-6%	-2%
C#CCOC(=O)CCCC(=O)Nc1ccccc1OC	5%	i	26	7%	0.2%	2%	3%	2%	-10%
CCOc1ccc(S(=O)(=O)N2CCCCC2)cc1NC(=O)CC1OC(=O)c2ccccc21 (stereo not given)	-1%	i	-8	3%	-0.3%	-4%	-24%	0%	25%
Cc1cc(NC(=O)CN(C)CCOc2ccccc2)ccc1Br	2%	i	-52*	?	3.2%	0%	-28%	3%	?
CCOCCCNC(=O)CCc1nnc2ccc(N3CCN(c4cccc(OC)c4)CC3)nn12	.	.	.	.	-0.6%	-25%	-5%	1%	-7%
Cc1cccc(C)c1NC(=O)CN(C)CCc1ccccc1	-5%	i	28	.	0.2%	.	3%	.	-7%
N#CC1=C(N)N(c2ncn[nH]2)C2=C(C(=O)CCC2)C1c1ccccc1 (stereo not given)	24%	i	6	-8%	-0.3%	5%	-2%	-10%	-24%
Cc1cc(C(=O)Nc2ccccc2N2CCOCC2)c(C)o1	1%	?	-6	14%	-0.6%	4%	11%	-3%	-2%
Cc1ccc(NC(=O)CCOc2ccccc2C)cc1C	18%	i	?	20%	-0.9%	?	3%	2%	2%
Cc1oc(-c2ccccc2Cl)nc1CS(=O)CC(=O)NCc1ccc(Cl)cc1 (stereo not given)	-3%	i	-14	-2%	0.4%&4.4%	-7%&-8%	-18%&-17%	0%&4%	8.9µM*
CCc1nnc(NC(=O)Cc2ccc(Br)cc2)s1	-24%	i	1	5%	-0.4%	?	-19%	5%	3%
COc1ccc(NC(=O)c2c(C)oc3ccc(O)c(CN4CCCC(C)C4)c23)cc1Cl (stereo not given)	.	.	.	.	10%	11%	11µM*	1%	.

Reprinted from the entries so far for reference:
SMILES	ATXN2 expr inh	ATXN viability	IL-1B inflam inh	MCF10A rerep	Nrf2 ARE act	Nrf2 inh	HepG2 viability	A549 tox	TGFb SMAD3 inh
CCOc1ccc(S(=O)(=O)N2CCCCC2)cc1NC(=O)CC1OC(=O)c2ccccc21 (stereo not given)	-1%	i	-8	3%	-0.3%	-4%	-24%	0%	25%
Cc1cc(NC(=O)CN(C)CCOc2ccccc2)ccc1Br	2%	i	-52*	?	3.2%	0%	-28%	3%	?
CCOCCCNC(=O)CCc1nnc2ccc(N3CCN(c4cccc(OC)c4)CC3)nn12	.	.	.	.	-0.6%	-25%	-5%	1%	-7%
Cc1cccc(C)c1NC(=O)CN(C)CCc1ccccc1	-5%	i	28	.	0.2%	.	3%	.	-7%
N#CC1=C(N)N(c2ncn[nH]2)C2=C(C(=O)CCC2)C1c1ccccc1 (stereo not given)	24%	i	6	-8%	-0.3%	5%	-2%	-10%	-24%
Cc1cc(C(=O)Nc2ccccc2N2CCOCC2)c(C)o1	1%	?	-6	14%	-0.6%	4%	11%	-3%	-2%
Cc1ccc(NC(=O)CCOc2ccccc2C)cc1C	18%	i	?	20%	-0.9%	?	3%	2%	2%
Cc1oc(-c2ccccc2Cl)nc1CS(=O)CC(=O)NCc1ccc(Cl)cc1 (stereo not given)	-3%	i	-14	-2%	0.4%&4.4%	-7%&-8%	-18%&-17%	0%&4%	8.9µM*
CCc1nnc(NC(=O)Cc2ccc(Br)cc2)s1	-24%	i	1	5%	-0.4%	?	-19%	5%	3%
COc1ccc(NC(=O)c2c(C)oc3ccc(O)c(CN4CCCC(C)C4)c23)cc1Cl (stereo not given)	.	.	.	.	10%	11%	11µM*	1%	.

Next records:
SMILES	ATXN2 expr inh	ATXN viability	IL-1B inflam inh	MCF10A rerep	Nrf2 ARE act	Nrf2 inh	HepG2 viability	A549 tox	TGFb SMAD3 inh
Cc1ccc(C)c(OCCN2C(=O)NC3(CCc4ccccc4C3)C2=O)c1 (stereo not given)	2%	i	10	5%	-0.4%	6%	-15%	3%	-10%
COc1ccc(-c2[nH]nc(-c3ccccc3)c2-c2nc3ccccc3[nH]2)cc1	5%	i	-26	29%	-0.5%	2%	5%	-5%	?
N#Cc1c(-c2ccccc2)cc2nc3ccccc3n2c1N	25%	i	-5	12µM*	8.4%	?	-16%	2%	-9%
CC(=NNC(=O)c1ccncc1)c1ccccc1Cl	4%	i	12	-12%	-0.4%	-7%	-21%	2%	3%
Cc1ccc(NC(=O)COC(=O)Cc2c[nH]c3ccccc23)cc1	.	i	6	.	-2.3%	.	1%	.	-7%
COCCNC(=O)C1CCCN(C(=O)c2cc(-c3cccs3)oc2C)CC1 (stereo not given)	18%	i	-23	.	0.2%[9.22 µM]	.	16%	.	20%
COc1ccccc1NC(=O)Nc1ccc2c(c1)nc(C)n2C	-5%	i	-13	4%	-0.6%	?	-32%	-4%	-16%
COc1ccc(NC(=O)N(C)C[C@H]2Oc3ccc(NS(=O)(=O)c4cccs4)cc3C(=O)N([C@H](C)CO)C[C@@H]2C)cc1	-3%	i	0	16%	-0.3%	17%	0%	9%	1%
CCOC(=O)C(NC(=O)c1cccc(Cl)c1)(Nc1sc2c(c1C(N)=O)CCC2)C(F)(F)F (stereo not given)	-15%	i	0	?	5.1%	-17%	-24%	-9%	?
Cc1ccc(C(=O)NCC(=O)NCC(=O)OCC(=O)c2ccc(F)cc2)cc1	-13%	i	24	0%	0.5%	2%	-2%	0%	11%
O=C(O)c1cc(-c2ccccc2Cl)n(-c2ccc(F)cc2)n1	.	i	10	1%	0.3%	8%	16%	-1%	5%
CCOC(=O)C(NC(=O)c1ccccc1Cl)(Nc1ccc(C)c(C)c1)C(F)(F)F (stereo not given)	7%	i	-25	-68%[inhibitor]	2.5%	-1%	-8%	2%	-20%
C=CCNc1ncnc2c1cnn2-c1cccc(C)c1	73%[activator]	i	-16	9%	0.1%	?	4%	-3%	-5%
Cc1ccc(C)c(N(CC(=O)NC2CCCC2)C(=O)CNC(=O)c2cccs2)c1	-15%	i	-13	-8%	0.1%	1%	1%	1%	7%
O=C(Cn1cncn1)NCc1ccc(Cl)cc1	-3%	i	-4	-5%	1.6%	7%	2%	-1%	-2%
CCS(=O)(=O)c1c([N+](=O)[O-])ncn1C	.	?	-12	12µM*	-3.3%	?	-44%	-11%	18µM*
COc1cc(/C=N/NC(=O)C(=O)NCc2ccco2)cc(Br)c1O	10%	i	12	5%	4.4%	-25%	9%	-4%	-5%
CC1(c2ccccc2)O[C@@H]2C[C@H]3[C@@H]4CCC5=CC(=O)C=C[C@]5(C)[C@@]4(F)[C@@H](O)C[C@]3(C)[C@]2(C(=O)CO)O1 (stereo not given in full)	0%	i	-67*	19%	3.1%	0.026µM*	-30%	-5%	0%
CCOC(=O)CNC(=O)CSc1nnc(SCC(=O)NCC(=O)OCC)s1	2%	i	-4	-1%	-0.2%	20%	0%	11%	2%
COc1ccccc1NC(=O)NC1(C(=O)N2CCC(C)CC2)CCCCC1	5%	i	-2	-1%	0.4%	-11%	-1%	-20%	-8%
CCOC(=O)C1CCCN(Cc2cc(Br)c(OC)cc2OC)C1 (stereo not given)	-14%	i	-4	1%	-0.8%	10%	-17%	-11%	12%
Cc1ccc(C(=O)N2CCN(c3ncccn3)CC2)cc1NC1=NC2CS(=O)(=O)CC2S1 (stereo not given)	1%	i	-3	4%	0.6%	1%	-6%	-3%	-7%
COCCCNC(=O)c1cc2c(-c3ccc(Cl)cc3)nn(C)c2s1	-1%	i	0	-4%	15%	9%	-7%	1%	1%
Cc1cc(S(=O)(=O)N2CCN(C(=O)CCC(=O)N3CCOCC3)CC2)ccc1Br	0%	i	-11	16%	0.0%	-21%	-12%	3%	3%
Cc1ccc(NC(=O)C2CCN(S(=O)(=O)c3ccc4c(c3)CC(C)N4C(=O)C3CCC3)CC2)nc1 (stereo not given)	?	i	-81*	21%	0.6%	?	-83%	-10%	?
Cn1nnc(NC(=S)NC(=O)c2cccc3c(Cl)cccc23)n1	16%	i	23	8%	2.7%	-2%	8%	-1%	-11%
CC(/C=N\NC(=O)CN1CCN(S(=O)(=O)c2ccc(C)cc2)CC1)=C\c1ccccc1	-16%	?	-19	1%	0.3%[9.22 µM]	?	-8%	?	-21%
Cc1cccc(N2CC(O)=C(c3nc4ccccc4n3C)C2=N)c1	10%	i	4	122%[0.0737 µM]	-0.6%	7%	-10%	14%	-2%
O=C(O)CCc1nn2c3ccccc3n(CC(=O)c3cccs3)c2nc1=O	5%	i	12	-14%	-0.4%[9.22 µM]	2%	1%	-3%	0%
O=S(=O)(/C=C/c1ccccc1)N1CCOCC1	2%	i	11	-3%	-0.3%	?	7%	-7%	-16%
Cc1cccc(OCC(=O)Nc2ccccc2N2CCN(C)CC2)c1	-12%	i	-26	0%	0.6%	-7%	-11%	0%	-3%
COc1cccc(S(=O)(=O)Nc2ccc3sc(C)nc3c2)c1	-8%	i	26	431%[0.0737 µM]	1.8%	?	-12%	-20%	0%
Cc1ccc2nc(-c3ccc(S(=O)(=O)N4CCCCC4)cc3)cn2c1	38%	i	8	16%	0.4%	-12%	-5%	1%	0%
